# aSyn UTR inh – MLPCN primary screen, SNCA 5' untranslated region. alpha-synuclein 5'UTR reporter, inhibitor activity. inhibition, % (tested at 7.5 µM). 0.82% of 300,000 active; in the data active = inhibition above about 60%;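 note: H4 neuroglioblastoma cells stably carrying SNCA 5'UTR luciferase fusion; 0% = DMSO wells and 100% = positive control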
# HSF-1 act – increases HSF-1 driven luciferase reporter signal | activation, % at 9 µM | 1.7% of 300,000 active | NIH3T3-HGL HSF-1 luciferase reporter, MG132, 8 h; 100% = twice DMSO control signal;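 active = mean replicate activation of at least 50% with a set share of replicates each reaching 50%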;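 note: 0% = median of the neutral control wells and 100% = twice that signal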
# KLF5 inhibitor – kruppel-like factor 5 inhibition | DLD-1 KLF5 promoter-luciferase reporter, luminescence | inhibition, % at 5 µM | 0.23% of 290,000 active | AID 1700;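 active = inhibition above a per-plate limit of that plate's mean compound inhibition plus 3 SD, cut at about 60% in these data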;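 note: 0% = DMSO wells and 100% = LY294002 at 200 µM; higher means less KLF5 promoter-driven luciferase light; inactives centre near -14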
# AI-2 QS modul – modulates the Vibrio harveyi AI-2 quorum sensing system. 0.4% of 300,000 active. activity change, % at 7.5 µM. Vibrio harveyi JMH597 AI-2 luminescence/OD600 ratio, 9 h; active compounds read low; strain lacks LuxN and CqsS sensors; 0 = neutral-control median. AID 2094; in the data active = activity change below about -75%, passing the limit was not always enough;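 note: luminescence divided by OD600 gain over 9 h not by final OD600 alone; inactives centre near 13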
# Platelet DG rel – platelet dense granule release activity. AID 1663. 0.22% of 300,000 active. inhibition, %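 (compounds screened at 7.5 µM in platelet-rich plasma)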. human platelet-rich plasma, SFLLRN dense granule ATP release, luminescence;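 active = mean replicate score, as percent of positive control, at or above 50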
# HSP90 refold inh – inhibitors of HSP90 luciferase refolding in rabbit reticulocyte lysate; luciferase refolding luminescence, 3 h; inhibition, % at 5.6 µM; 0.91% of 290,000 active; AID 1789;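 active = inhibition above the screen-wide mean plus 3 SD, computed separately per campaign, cut at about 16% in these data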;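 note: 0% = DMSO wells and 100% = 60 µM geldanamycin wells; inhibitors lower the luminescence because luciferase stays unfolded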
# SKKanGAS inh – SKKanGAS growth inhibition | inhibition, % at 7.5 µM | S. pyogenes SKKanGAS, kanamycin growth, BacTiter-Glo, 6 h | 1.3% of 300,000 active;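 active = mean replicate score, as percent of positive control median, at least 50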;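 note: strain carries kanamycin resistance gene driven by streptokinase promoter and grows in 40 µg/ml kanamycin; loss of luminescence reflects streptokinase promoter inhibition or plain growth inhibition; 0% = median of DMSO wells and 100% = positive control at its reference dose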
# HSF1 inhib – HSF1 inhibition. NIH3T3-HGL HSE-luciferase, MG132-induced, luminescence 8 h; active compounds read low. activity change, negative = inhibition, % at 7.5 µM (by protocol). 0.77% of 300,000 active;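 active = more than half of replicate wells show activity change below -50%, luminescence cut by over half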;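 note: luciferase reports HSF-1 transcriptional activity via heat shock element; 0% = median of DMSO wells and -100% = zero luminescence signal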
# IEC-6 cytotox – kills IEC-6 intestinal cells in KLF5 counter-screen. IEC-6 cytotoxicity, luminescence viability. 0.78% of 290,000 active. inhibition, % at 5 µM. AID 1825; in the data active = inhibition above about 22%;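 note: 0% = plate median of test compound wells and 100% = cytotoxic reference compound wells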
# HIF act – HIF pathway transcriptional activation; activation, % at 7.5 µM (by protocol); U2OS HRE-luciferase reporter, luminescence; normalized: DMSO 0%, desferrioxamine 100%; 0.32% of 300,000 active;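 active = mean activation of at least 10% of the iron chelator positive control signal, with at least half of replicates also reaching 10%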
# The depositor's hits bear a star; . = no result given.
# The line under a structure holds: aSyn UTR inh	HSF-1 act	KLF5 inhibitor	AI-2 QS modul	Platelet DG rel	HSP90 refold inh	SKKanGAS inh	HSF1 inhib	IEC-6 cytotox	HIF act
- O=C(c1cc(-c2ccco2)nn1-c1cccc(Cl)c1)N1CCCCC1
  46	15	-18	5	1	4	6	4	3	0.0
- COCCCNC(=O)Cn1nnc(-c2ccc(NC(=O)c3cccnc3)cc2)n1
  7	-9	11	30	1	1	6	-13	-8	-0.1
- NNC(=O)c1nc(Cl)c(Cl)c(N)c1Cl
  0	3	-37	5	4	0	-1	0	3	0.0
- COc1ccccc1CNS(=O)(=O)c1cccc(S(=O)(=O)N2CCOCC2)c1
  -3	-2	8	21	1	-4	-5	-2	-12	-2.4
- COc1ccc(C(=O)Nc2ccc(-n3nncc3C(C)(C)C)cc2)cc1
  12	-17	-14	7	4	-4	-3	-6	2	-0.2
- COc1ccc(NC(=O)CO/N=C(\C)c2cccs2)cc1
  12	-3	-36	27	-5	1	-18	0	-5	0.4
- COc1ccccc1N1CCN(Cc2cc3c(cc2[N+](=O)[O-])OCO3)CC1
  4	3	-18	13	2	3	3	-3	-1	-1.0
- CCCCOc1ccccc1C(=O)NCC(=O)O
  -14	-14	-1	45	0	0	14	-8	-2	-0.2
- COC(=O)/C=C1/N/C(=N\c2nc(C)cc(C)n2)N(c2ccccc2)C1=O
  -55	-13	-5	17	18	0	1	0	-3	-0.2
- CSc1ccccc1OCc1cc(C(=O)N(C)Cc2cc(C)[nH]n2)no1
  -36	7	-29	15	4	-2	-3	13	4	2.7
- Cc1ccc(-c2nc(C3CCCN(S(=O)(=O)c4ccc(C)cc4)C3)no2)cc1 (stereo unspecified)
  1	-1	-40	10	-4	3	-9	-5	-2	0.3
- CC1CN(CCCCOc2ccc(F)cc2)CC(C)O1 (stereo unspecified)
  -16	2	-13	-5	-9	1	5	5	2	-0.6
- COC(=O)CSc1nc2nc(C)cc(C)n2n1
  21	10	-2	15	4	-3	-2	0	2	-0.1
- CS(=O)(=O)N1CCN=C1SCc1cccc(F)c1
  1	-11	9	8	-12	-1	1	-14	8	0.1
- O=C(O)c1cccc(-n2c(-c3cnccn3)n[nH]c2=S)c1
  15	10	-24	3	-4	-5	-12	0	-7	-0.3
- CCCC[n+]1ccn(C2=C([O-])c3ccccc3C(=O)/C2=N\S(=O)(=O)c2ccccc2)c1
  55	44	-2	26	-1	1	59*	13	-10	-25
- CCC(=O)Nc1c2c(nn1-c1ccccc1C)CSC2
  -1	18	-4	5	-1	-3	-2	2	-5	-0.4
- COCCCNC(=O)/C(C#N)=C1\N=C(NC(=O)c2cccs2)c2ccccc21
  .	.	7	12	.	-4	-6	.	4	.
- COc1ccc(OC)c(NC(=O)c2cnc(Nc3ccccc3OC)c3ccccc23)c1
  -14	0	12	19	7	3	0	-14	8	1.0
- CCn1c(COc2ccc(OC)cc2)nc2ccccc21
  -94	37	-36	24	-4	-2	-3	7	-5	3.7
- COC(=O)C1(C)NC(c2cccc(C)c2)C2C(=O)N(c3ccc(F)cc3)C(=O)C21 (stereo unspecified)
  -8	-3	-35	1	5	-5	.	6	-2	-0.6
- Cc1cc2oc(C(=O)NCc3ccc(S(N)(=O)=O)cc3)c(C)c2cc1C
  12	19	9	6	0	3	-41	2	9	-1.5
- CCN1CCN(C(=O)CCN2C(=O)c3ccccc3S2(=O)=O)CC1
  4	0	.	27	10	.	-4	-5	.	-0.4
- COc1ccc(C2c3[nH]c4ccccc4c3C[C@H]3C(=O)N(C)CC(=O)N23)cc1OC (stereo partly specified)
  17	-5	-28	11	-7	-4	1	6	1	0.1
- COc1cc(C(=O)NC(=S)Nc2ccc(Cl)c(C(=O)O)c2)cc(OC)c1OC
  0	38	-14	8	0	13	5	25	-6	-0.3
- CCCCOC(=O)CSC(=S)N(C)Cc1cccs1
  -8	-52	-22	8	4	-3	0	-43	-1	0.0
- COc1ccc(C(=O)NCCN2C(=O)S/C(=C\c3cccnc3)C2=O)c(OC)c1OC
  -20	-3	-21	-14	-1	3	0	-2	1	-0.2
- CCCS(=O)(=O)c1c(S(=O)(=O)CCC)c2ccccn2c1C(=O)OC
  -9	26	-29	18	1	7	3	-4	0	-0.5
- Cc1ccc(/C=C2\SC(=S)N(CCC(=O)Nc3cccnc3)C2=O)cc1
  21	3	-30	17	-2	0	16	0	-1	-0.4
- CC(C)OC(=O)C(C)Nc1ccc(F)c(Cl)c1 (stereo unspecified)
  0	8	-13	9	4	3	3	-2	0	-0.1
- NS(=O)(=O)c1ccc(NC(=O)COC(=O)c2cc3ccccc3cc2O)cc1
  -2	5	5	17	-3	-2	5	-7	-3	-0.4
- C/C(CCc1oc2ccccc2c1-c1ccc(C)o1)=N/O
  .	.	4	1	.	0	4	.	1	.
- Cc1ccc(CNC(=O)CS(=O)Cc2nc(-c3cccs3)oc2C)cc1 (stereo unspecified)
  1	-3	-29	11	3	1	-4	10	2	-0.3
- COc1ccccc1C(=O)NC(=O)COC(=O)c1ncc(Cl)c(Cl)c1Cl
  -20	6	.	-1	-7	.	-17	-4	.	-0.1
- COC(=O)c1sccc1NC(=O)c1ccc(Cl)cc1
  3	12	16	17	-5	0	-2	-3	8	-0.8
- COc1cccc(NC(=O)CSc2nnc(-c3cc(C)[nH]n3)n2N)c1
  -2	6	-29	20	2	-4	0	0	-7	-0.4
- O=C1CCCCCN1CP(=O)(O)CCc1ccccc1
  28	2	3	31	-3	4	7	-3	3	-0.4
- O=C(c1cccc(-c2ccc(O)cc2)c1)N1CCN(c2ccc(F)cc2)CC1
  11	0	-33	22	-3	-5	12	9	-5	-0.3
- COc1ccc(C(C)NC(=O)c2ccncc2)cc1OC (stereo unspecified)
  10	1	-7	4	-10	1	14	1	-2	-0.2
- CCc1ccc(NC(=O)N(Cc2ccco2)C(C)c2cccs2)cc1 (stereo unspecified)
  13	-24	-14	16	-2	2	0	-21	1	-0.3
- O=C(N/N=C\c1c[nH]c2ccccc12)c1ccc(O)cc1
  7	-2	-50	9	5	5	-5	-8	6	-0.7
- Fc1ccccc1CSc1ncnc2c1oc1ccccc12
  -32	-7	4	13	8	-1	-7	-1	-2	0.3
- COc1ccc(NC(=O)CNS(=O)(=O)c2ccc3nc(C)sc3c2)c(OC)c1
  8	15	4	-5	1	-6	3	1	-8	-0.3
- Cc1cccc(C)c1OCc1cc(C(=O)N2CCN(Cc3nccn3C)CC2)no1
  -22	-3	-26	7	-5	2	0	2	5	0.6
- COc1ccc(/C=C2\N=C(c3c(-c4ccccc4)noc3C)OC2=O)cc1OC
  19	-10	-18	4	-9	0	-11	-3	-4	-0.2
- COc1ccc(NC(=O)c2ccco2)cc1NC(=O)c1c(OC)cccc1OC
  3	-4	-19	17	7	-4	-7	-2	0	1.7
- COc1cccc(NC(=S)NC2CC3CCCC(C2)N3C2CCCC2)c1 (stereo unspecified)
  5	15	-8	9	-1	0	5	9	-2	-0.6
- Cc1ccc(Nc2ncnc3c2nnn3Cc2ccccc2)cc1
  -36	15	-1	16	0	7	-1	4	15	1.0
- O=C(COc1ccccc1)NCC1COc2ccccc2O1 (stereo unspecified)
  12	1	-52	23	1	-4	2	-9	-5	0.0
- CCOc1ccc(-n2ccnc(SCC(=O)Nc3ccc(CC)cc3)c2=O)cc1
  -12	9	.	43	5	.	1	3	.	-0.4
- CN(C)NC(=S)NC1CC2CCC1C2 (stereo unspecified)
  15	11	-38	33	-3	1	4	-8	2	-1.1
- COc1ccccc1CNC(=O)c1ccc(SC)cc1OC
  -4	19	-12	11	-1	1	6	13	4	1.0
- Nc1nc(NCc2ccco2)nc(Nc2cccc(F)c2)c1[N+](=O)[O-]
  17	-10	-1	-1	-6	3	-8	-8	-6	0.6
- O=[N+]([O-])c1cc(-c2csc(NCCc3nc4cc(Cl)c(N5CCCCC5)cc4n3CCCO)n2)ccc1Cl
  16	-9	.	34	-5	.	29	8	.	0.7
- O=C(N/N=C/c1ccc([N+](=O)[O-])cc1)c1cccc(N2CCCC2=O)c1
  2	9	-11	19	5	-2	-3	-2	1	-0.3
- Cc1cc2cc(CNC(=O)c3ccc(S(=O)(=O)N(C)C)cc3)ccc2n1C
  19	12	-7	15	-2	-2	0	-2	0	-0.4
- COc1cc(OC)cc(C(=O)NCCN2C(=O)S/C(=C\c3cccs3)C2=O)c1
  2	-6	-4	7	2	1	5	-1	-6	0.8
- CCCCOC(=O)CCNc1n[nH]c(=O)[nH]c1=O
  2	10	6	18	1	-3	4	-1	-1	0.1
- C/C(CC(=O)Nc1ccc2c(c1)OCCO2)=N\NC(=O)COc1ccc(C)cc1
  -21	1	-26	.	3	0	-4	-6	2	-0.3
- Cc1ccc(NC(=O)c2ccn(C)n2)c(Br)c1
  -60	47	-201	14	21	8	0	11	-2	-0.2

# Further results.
# The line under a structure holds: aSyn UTR inh	HSF-1 act	KLF5 inhibitor	AI-2 QS modul	Platelet DG rel	HSP90 refold inh	SKKanGAS inh	HSF1 inhib	IEC-6 cytotox	HIF act
- O=C1CN(C(=O)CNC(=O)c2cccc(Cl)c2)c2ccccc2N1
  6	0	-4	26	-5	2	-6	-5	-1	2.0
- COc1cc(S(=O)(=O)Nc2cccnc2)ccc1Cl
  -2	-39	-15	34	-2	4	2	-27	1	0.5
- O=C(Oc1ccc(N2C(=O)CCC2=O)cc1)c1ccccc1
  -6	-7	-16	-1	-1	0	-2	5	0	-0.1
- O=C(Nc1cc(-c2ccccc2)sc1C(=O)O)c1cccc(F)c1
  -24	6	-34	27	-10	-2	22	4	0	-59
- COC(=O)C(Cc1c[nH]c2ccccc12)NC(=O)CNC(C)=O (stereo unspecified)
  1	-1	-9	20	-11	1	-11	-2	4	0.5
- COc1cccc(C2C(C(=O)OC(C)C)=C(C)N=c3s/c(=C\c4ccc(C(=O)O)cc4)c(=O)n32)c1 (stereo unspecified)
  -28	-28	-15	-7	-4	-2	25	-10	-13	0.4
- Cc1ccc(OCCC(=O)OCC(=O)Nc2c(C)nn(-c3ccccc3)c2C)cc1
  4	1	.	22	3	.	14	1	.	-0.1
- O=C(COc1ccccc1C(=O)N/N=C\c1ccc(O)c(O)c1)N/N=C/c1ccc(O)c(O)c1
  -39	-22	-7	50	8	-4	-1	-22	-7	-0.1
- COc1ccc(Cc2nnc(N/N=C/c3ccc(N(C)C)cc3)[nH]c2=O)cc1OC
  -6	-5	-11	4	-3	3	9	-2	-9	-0.6
- CCN(CC)C(=O)CSc1nc(C)cc(-c2cccs2)c1C#N
  -12	-15	-33	3	4	7	-4	4	1	-0.2
- CN(C)S(=O)(=O)c1ccc(C(=O)Nc2nc(-c3cccs3)cs2)cc1
  -99	10	-33	5	0	5	11	5	3	0.4
- O=C(NNS(=O)(=O)c1ccc(Br)cc1)C1CCCCC1
  14	10	-12	17	1	-3	14	9	1	-0.2
- CCCn1nc(C(=O)NNC(=O)CSC(C)C(=O)Nc2cc(C)on2)c2ccccc2c1=O (stereo unspecified)
  -5	-5	-12	34	6	-5	-2	-3	-3	-0.7
- c1ccc(-c2nccc(-c3ccco3)n2)nc1
  -23	3	-79	22	12	0	1	-2	-1	0.6
- O=C1CC(c2ccccc2)CC(=O)C1Sc1ccc(Cl)cc1 (stereo unspecified)
  28	-20	-12	6	-6	3	1	-3	2	0.4

# From PubChem
